# Bioassay records deposited in PubChem BioAssay by several laboratories.
# SR-BI DiI inh = mouse SR-BI HDL lipid transfer inhibition. inhibition, % at 12.5 µM. actives 0.96% (n = 320,000). ldlA[mSR-BI] CHO cells, DiI-HDL uptake fluorescence, 3 h. AID 488896;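 active = mean replicate inhibition of at least 70% and a set share of replicates each scoring 70 or more; inconclusive = meets just one of the two criteria; inactive = fails both criteria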;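 note: 0% = median of neutral control wells and 100% = median of positive control wells; values of inactives mirror those of a sister screen read the other way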
# PvdQ inh = blocks Pseudomonas aeruginosa PvdQ acylase activity | purified PvdQ acylase, fluorescence plate reader | actives 0.063% (n = 340,000) | AID 488965 | inhibition, % at 10 µM; in the data active = inhibition above about 30%, passing the limit was not always enough; inconclusive = no clear call, values can overlap the other calls;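 note: 0% = vehicle neutral wells and 100% = reference inhibitor wells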
# V-ATPase pH = alters yeast V-ATPase proton transport; S. cerevisiae, pHLuorin cytosolic pH fluorescence; response, % at 10 µM; actives 0.37% (n = 350,000); AID 504577; in the data active = response mostly above about 7.3%, no sharp cut-off; inactive = mostly below about 5.4%; note: actives read high; inactives centre near 0; some compounds called inactive have numbers as strong as hits; reference of the scale not given here
# HTR5A ag ctr = counter-screen for OPRM1-OPRD1 agonists: human HTR5A agonism; P47898; HTR5A agonist assay, luminescence, cell-based; activation, % at 9.3 µM; actives 0.61% (n = 340,000); AID 504692; in the data active = activation mostly above about 9.5%, no sharp cut-off; inactive = mostly below about 7.6%;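 note: 0% = cells with vehicle only and 100% = reference agonist; strong numbers were not always called active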
# Target sequence (P47898 whole entry, looked up): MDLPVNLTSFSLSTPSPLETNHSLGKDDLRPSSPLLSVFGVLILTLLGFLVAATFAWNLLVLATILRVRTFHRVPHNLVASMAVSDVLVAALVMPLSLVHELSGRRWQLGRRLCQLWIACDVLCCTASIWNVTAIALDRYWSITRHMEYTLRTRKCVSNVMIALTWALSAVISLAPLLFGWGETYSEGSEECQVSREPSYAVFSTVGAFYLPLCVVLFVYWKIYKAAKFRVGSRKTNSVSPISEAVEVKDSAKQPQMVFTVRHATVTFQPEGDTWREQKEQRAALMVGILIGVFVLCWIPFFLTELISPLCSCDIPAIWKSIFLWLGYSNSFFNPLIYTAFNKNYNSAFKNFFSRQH
# dFosB activator = enhances mouse delta FosB homodimer DNA binding; P13346; purified delta FosB, TAMRA-CDK5 oligo fluorescence polarization; percent of positive-control signal above neutral wells; activation, % at 25 µM; actives 0.99% (n = 340,000);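 active = mean activation above about 17%, with every replicate also reaching it, limit read from the data, passing the limit was not always enough; inconclusive = only one of the two conditions met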;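 note: fluorescence polarization rise as delta FosB binds a TAMRA Cdk5 AP-1 oligo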
# Target sequence (P13346 whole entry, looked up): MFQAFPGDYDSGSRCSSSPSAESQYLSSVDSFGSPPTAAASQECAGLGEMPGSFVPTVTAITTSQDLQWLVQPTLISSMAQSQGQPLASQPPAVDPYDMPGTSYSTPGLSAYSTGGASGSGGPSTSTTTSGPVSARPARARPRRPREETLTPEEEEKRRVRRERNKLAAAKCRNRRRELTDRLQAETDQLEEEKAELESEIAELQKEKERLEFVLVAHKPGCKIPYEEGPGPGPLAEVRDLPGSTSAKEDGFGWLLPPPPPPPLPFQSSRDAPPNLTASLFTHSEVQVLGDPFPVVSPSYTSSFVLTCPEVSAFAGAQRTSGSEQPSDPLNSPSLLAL
# NSD2 HMT inh = inhibitors of human histone methyltransferase NSD2. O96028. NSD2 peptide methylation, AlphaScreen, 120 min. inhibition, % at 12.5 µM. actives 0.54% (n = 310,000); in the data active = inhibition above about 50%
# CDK5 p35 inh = CDK5/p35 (human) kinase inhibition. Q00535+Q15078. Recombinant CDK5/p35, ADP-Glo luminescence, 60 min. actives 0.01% (n = 330,000). inhibition, % at 10 µM. AID 488839;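 active = highest replicate inhibition of at least 50% and at least 75% of replicates reaching 50%; inconclusive = only one of the two criteria met; inactive = both criteria failed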;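 note: plate controls were DMSO neutral control for no effect and GW8510 at 10 µM for full effect; many of its hits are not listed in these tables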
# MITF TRPM1 HTS = MITF TRPM1 promoter activation in melanoma cells; SK-MEL-5 TRPM1-promoter luciferase, 24 h; % of positive control, neutral wells = 0; actives 0.75% (n = 300,000); activation, % at 12.5 µM;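 active = mean activation of at least 80% with every replicate also reaching 80%; inconclusive = mean reaches 80% but some replicate falls short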;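 note: 0% = neutral control wells and 100% = parthenolide positive control wells; values of inactives mirror those of a sister screen read the other way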
# Wnt bcat act = Wnt/beta-catenin pathway activation. Wnt/beta-catenin reporter cell assay, activator, plate reader. activation, % at 9.35 µM. actives 1.2% (n = 300,000). AID 743398; in the data active = activation above about 30%, passing the limit was not always enough; inconclusive = no clear call, values can overlap the other calls;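 note: 0% = neutral control wells and 100% = positive control wells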
# HTR5A inv ctr = HTR5A inverse agonism, opioid heterodimer counter-screen; P47898; HTR5A cell line, luminescence; inhibition, % at 9.3 µM; actives 0.083% (n = 340,000); AID 504634; in the data active = inhibition mostly above about 23%, no sharp cut-off; inactive = mostly below about 18%;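 note: 0% = cells with DMSO and 100% = no-cell wells with DMSO; some compounds called inactive have numbers as strong as hits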
# An asterisk follows results filed as active; ? = inconclusive; · = not tested or not shown.
SMILES,SR-BI DiI inh,PvdQ inh,V-ATPase pH,HTR5A ag ctr,dFosB activator,NSD2 HMT inh,CDK5 p35 inh,MITF TRPM1 HTS,Wnt bcat act,HTR5A inv ctr
CC1CN(S(=O)(=O)c2cccc(C(F)(F)F)c2)C(C)N1C(=O)N1CCOCC1 (stereo not given),·,-2,2,0,-11,6,-0.7,2,2,1
CCCCCCCCCCCCCCCC(=O)NCCO,-2,2,1,3,6,·,0.7,-2,-1,9
Cc1ccc(C(C)C)c(OCC(O)CNC2CCCC2)c1 (stereo not given),-14,-9,0,5,0,6,1.3,·,-2,-18
C[C@@H](NC(=O)/C(C#N)=C/c1ccc(O)c(O)c1)c1ccccc1,-2,-3,-2,1,2,·,-0.1,1,-6,-3
CC(=O)c1ccc(NC(=O)CSc2nnc(C3CC3)n2C2CC2)cc1,12,5,3,-4,-6,-2,1.6,16,-2,16
CC1(C)C=Cc2cc(-c3coc4cc(O)cc(O)c4c3=O)cc(O)c2O1,29,-9,4,3,0,·,3.2,35,23,-8
O=C(NCc1ccco1)Nc1cccs1,8,-9,-3,1,-2,13,0.2,-12,·,-6
NC(=O)c1ncn([C@@H]2O[C@H](CNCc3ccc(OCC(=O)Nc4ccccn4)cc3)[C@@H](O)[C@H]2O)n1,4,-6,0,2,-1,·,1.1,26,0,-9
O=C(CN1C(=O)C2CCCCC2C1=O)Nc1nc(-c2ccccn2)cs1 (stereo not given),-30,-5,-1,1,-6,6,-1.0,-14,·,7
Cc1[nH]c2ccc(C(=O)NCCN3CCOCC3)cc2c1C,-6,-8,2,4,-9,1,-1.3,-11,1,-14
CC(C)(CCC(=S)N1CCOCC1)c1ccccc1,-23,-4,-4,1,-9,0,-0.5,1,-2,-5
Cc1ccc(CNn2cn[nH]c2=S)cc1,-20,-15,-3,-2,1,-2,1.2,2,0,-21
CCOCCCNC(=S)N(CCN(CC)CC)Cc1cc2cc3c(cc2[nH]c1=O)OCCO3,16,-7,-4,-5,-2,33,-1.3,-20,0,17
O=C(Nc1cccc(S(=O)(=O)NCc2ccco2)c1)c1cc(-c2ccccc2)nc2ccccc12,68,-8,-1,4,-12,2,-1.8,-26,1,0
Cn1nc(-c2ccccc2F)c2cc(C(=O)Nc3ccc4c(c3)OCCO4)sc21,60,-12,-5,4,3,3,0.9,12,3,-19
Cc1ccc(C(=O)NNC(=S)NC(=O)c2ccccc2)cc1,4,11,0,0,-5,4,3.9,15,0,-4
O=C(COc1ccccc1Cl)N(Cc1cccs1)C1CCS(=O)(=O)C1 (stereo not given),-9,0,-2,0,5,3,1.2,-5,-1,0
COC(=O)c1ccc(NC(C(=O)OC)C(C)C)c([N+](=O)[O-])c1 (stereo not given),-6,5,-1,2,-6,9,-0.9,-14,0,-4
CCc1ccc(C2(C)SC(NC(C)=O)=NN2C(C)=O)cc1 (stereo not given),-38,-4,-4,-2,-2,-1,0.8,·,1,13
CCCCCNC(=O)CCn1c(=O)oc2ccccc21,-30,-2,-1,-2,4,-1,2.0,·,·,-6
CN(C)CCNC(=O)Nc1ccc([N+](=O)[O-])cc1,-19,-12,0,-2,4,5,3.0,-6,-1,7
O=C(O)C(c1ccccc1)N1CCCCC1 (stereo not given),-28,-14,-2,1,-4,-8,-2.6,-1,-10,-3
Cc1ccc(NC(=O)CSc2nnc(COc3ccc(C#N)cc3)n2-c2ccccc2)cc1C,31,6,-3,-2,-4,-3,-0.9,-14,-10,1
CN(C)c1nc(N)c2nccnc2n1,-13,7,1,0,-4,0,1.0,-2,2,-1
CCOC(=O)COc1ccccc1-c1ccno1,-16,-5,-3,-6,-5,-2,-3.3,-6,·,13
Cc1ccc(NC(=O)C(C)OC(=O)Cn2cnc3ccccc3c2=O)cc1 (stereo not given),-6,-7,-1,-9,-3,-1,0.2,0,0,24
CCOc1ccccc1C(=O)Nc1nnc(SCC(=O)Nc2cc(C)on2)s1,7,9,1,3,-3,35,1.3,14,-1,23
O=C(CCn1c(=S)[nH]c2ccccc2c1=O)NCCc1ccc(Cl)cc1,23,-14,4,1,10,-10,0.2,-2,-1,-24
CC(C)c1nc2oc3c(=O)[nH]cnc3c2c2c1CCC2,1,10,0,4,-5,-3,0.0,·,3,16
CC(=O)NN1C(=O)c2ccccc2NC1c1cccc([N+](=O)[O-])c1 (stereo not given),·,-8,1,1,-2,-3,-1.8,-2,-3,-6
CC(=O)C1=C(C)Nc2cc(C(F)(F)F)ccc2S1,2,3,4,2,-12,2,0.6,5,1,3
O=C1[C@@H]2Cc3c([nH]c4ccccc34)C(c3cccc([N+](=O)[O-])c3)N2C(=O)CN1CCCO (stereo not given in full),82*,-9,-4,-5,-7,4,-2.3,-13,3,18
Cc1ccc(C(=O)N(Cc2nc(-c3ccc(C)cc3)no2)C(C)C)cc1,-9,-5,0,-3,4,·,3.2,-10,-3,9
COC(=O)CN(C)C1CC(=O)N(c2ccc(Cl)cc2)C1=O (stereo not given),4,-14,1,-1,-3,-1,-6.0,2,·,7
CC(C)NC(=O)Nc1cccc2c1O[C@@H](CN(C)S(=O)(=O)c1ccc(F)cc1)[C@@H](C)CN([C@H](C)CO)C2=O,-2,10,-1,-5,-5,·,0.7,-12,-3,12
CCc1cc2cc(OC)ccc2nc1SCC(=O)NNC(=O)c1ccco1,48,-12,0,1,-3,0,-1.2,-5,-2,-3
O=C(Nc1cccc(S(=O)(=O)NCc2ccco2)c1)c1ccc(Cl)cc1,25,10,0,1,6,-2,0.6,1,-5,-3
CC1CCCC(NC(=O)CNC(=S)N(Cc2ccccc2)Cc2cccs2)C1C (stereo not given),9,-7,0,-3,-15,-3,-1.4,-1,-11,8
Cc1c(NC(=O)c2ccc(NS(=O)(=O)c3cccc([N+](=O)[O-])c3)cc2)c(=O)n(-c2ccccc2)n1C,-16,-16,-3,1,-3,10,-0.1,-19,2,2
C=CCN1CC(C(=O)N2CCC(Cc3ccc(Cl)cc3)(C(=O)OCC)CC2)CC1=O (stereo not given),51,-13,0,0,-5,-1,-7.2,6,-4,0
CC(=O)Cc1nsc(Nc2ccc(Cl)cc2)n1,-10,-4,2,0,-3,·,0.5,60,4,-1
N#Cc1ccccc1S(=O)(=O)N1CCN(C(=O)Cc2coc3cc(O)ccc23)CC1,4,10,2,-4,-8,1,-0.9,-8,0,8
CSc1nnc(-c2ccc(S(=O)(=O)N3CCCC3)cc2)n1C,-29,-18,4,-4,-6,0,-3.2,11,2,12
COc1ccc(N=Nc2cc(C)c(O)c(CN3CCCCC3)c2)cc1,45,30,-5,3,-10,25,1.1,1,4,-1
c1ccc(Oc2cccc3cccnc23)nc1,-7,-2,2,2,2,-1,0.8,·,1,-8
CCc1cc(C(=O)N(C)CC(=O)Nc2c(Cl)cccc2Cl)sc1C,9,-2,-3,4,-3,0,-0.7,-4,0,-3
Cc1ccc(C)c(NC(=O)CCC(=O)NNC(=O)C(c2ccccc2)c2ccccc2)c1,-2,2,-1,5,?,-5,1.3,-6,-1,-23
C#CCSc1nnc(-c2ccc(O)cc2)o1,-30,-8,-1,-2,-8,-6,1.0,?,46*,5
COc1cccc(C2c3c(oc4ccccc4c3=O)C(=O)N2CCCN2CCOCC2)c1OC (stereo not given),-6,-5,-1,1,0,43,-0.5,-3,-4,-4
Oc1ccc(C2C(c3ccccc3)=NN=C(c3ccc(Cl)cc3)N2O)c(O)c1 (stereo not given),47,-19,4,-4,4,2,-0.1,19,3,10
CNc1nc2c(N)ncnc2n1[C@H]1O[C@@H](CO)[C@H](O)[C@@H]1O,-24,11,-5,4,3,-1,13,·,5,-14
Cc1ccc([C@@H]2[C@@H]3C(=O)N(C)C(=O)[C@@H]3[C@]3(Cc4ccccc4)C(=O)N(Cc4ccccc4)CC(=O)N23)o1,-2,-8,4,2,-3,·,0.7,12,-1,-6
Cc1ccc(OC(C)C(=O)Nc2ccccc2C(=O)NCc2cccnc2)cc1C (stereo not given),14,-20,2,2,-11,-1,-3.2,4,-2,-6
Cc1cccc(-c2nc(CSCC(=O)NCCCN3CCOCC3)c(C)o2)c1,17,-4,-1,-2,-5,1,-0.9,-2,·,-25
CCCCNC(=O)Nc1ccnn1C1CCCCC1,-17,-6,1,2,2,0,-0.7,-8,·,-23
CCCCCn1c(SCCCC)nc2c1c(=O)[nH]c(=O)n2C,18,-2,-3,0,-10,0,-0.1,·,0,-11
C=COC(=O)NC1CCc2cc(OC)c(OC)c(OC)c2-c2ccc(SC)c(=O)cc21 (stereo not given),-9,6,-1,10,-9,12,-0.7,·,-8,-40
O=C(CN1C(=O)NC(c2ccccc2)(c2ccccc2)C1=O)NC1CCS(=O)(=O)C1 (stereo not given),-7,-18,-3,-3,-2,-1,-0.7,-7,-3,1
COC(=O)c1ccc(/C=N/N2CCN(Cc3ccc(C)cc3C)CC2)cc1,5,3,-3,3,-4,3,1.5,-8,2,-6
CCOC(=O)c1cc2c(c(-c3ccccc3)n1)[C@@H](CCO)N(S(=O)(=O)C(C)(C)C)C2,-45,4,-4,2,-5,·,-4.0,4,-1,-8
# More results.
SMILES,SR-BI DiI inh,PvdQ inh,V-ATPase pH,HTR5A ag ctr,dFosB activator,NSD2 HMT inh,CDK5 p35 inh,MITF TRPM1 HTS,Wnt bcat act,HTR5A inv ctr
CCOc1ccccc1-n1c(=O)c2ccccc2c2ccccc2c1=O,-21,12,-5,5,-10,2,-2.1,-19,-4,20
CCC1CCCCN1C(=O)CN1C(=O)c2ccccc2S1(=O)=O (stereo not given),-16,20,-4,7,-2,0,-1.9,-3,4,-19
CCOc1ccc(S(=O)(=O)N2CCOCC2)cc1NC(=O)CCOc1ccc(C(C)(C)C)cc1,-53,-3,-3,5,-11,0,-0.6,5,-7,7
CCOC(=O)c1c(-c2ccccc2)oc2ccc(OCC)cc12,4,-22,0,6,-5,-5,0.9,2,6,-15
O=C(/C=C/c1ccc(Cl)cc1)N1CCOCC1,4,-9,0,-2,-4,-3,1.7,14,7,3
O=C(c1cc(-c2ccc(F)cc2)on1)N1CCCc2ccccc21,·,-7,2,2,-3,12,1.2,33,8,-18
CCn1c(SCC(=O)N2CCOCC2)nnc1-c1cccs1,-17,-1,0,-4,-1,-3,-0.2,-5,·,9
CC(=O)NC(=S)Nc1cccc(S(=O)(=O)NC2=NCCC2)c1,-28,8,1,0,-1,28,0.2,6,·,-10
CCN(CC)CCNC(=O)C(=O)NCC1OCCN1S(=O)(=O)c1ccc(Cl)cc1 (stereo not given),-17,-4,-5,2,0,9,0.7,9,-3,-6
COC(=O)COc1cccc(NS(=O)(=O)c2ccc(NC(C)=O)cc2)c1,14,-17,2,1,-9,2,-1.3,-17,2,-7
COc1ccc(C2C(C(=O)c3cccs3)=C(O)C(=O)N2c2nnc(C)s2)cc1OC (stereo not given),-9,-10,0,-1,2,·,-2.7,5,·,-12
CCOc1ccccc1CN1CCNC(=O)C1CC(=O)N(C)Cc1cnccn1 (stereo not given),-15,11,2,3,1,-1,0.2,6,-2,-10
CSc1n[nH]c(NCc2ccc(C)cc2)n1,-1,-13,5,-1,-2,-1,-0.3,·,12,5
